KOR beta-arrestin-1 = kappa opioid receptor blockers – cell-based, luminescence, uHTS (AID 1778) | KOR beta-arrestin recruitment, luminescence, antagonist mode; higher % means a stronger effect | inhibition, % at 10 µM, or IC50 in µM where a hit was titrated | hit rate 0.091% among 290,000; note: strong numbers were not always called active
GPR55 activation = GPR55 agonists via beta-arrestin recruitment, primary screen, imaging, U2OS cells, beta-arrestin-GFP redistribution (AID 1961); U2OS GPR55 beta-arrestin-GFP redistribution imaging; higher % means a stronger effect; activation, % at 10 µM; hits with a dose series show EC50 in µM; hit rate 0.048% among 290,000;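 active = activation above 40% with more than 50 cells counted in the well; inconclusive = wells holding fewer than 50 cells, flagged as toxic or sparse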;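 note: U2OS osteosarcoma cells stably expressing GPR55 and beta-arrestin-GFP; plate controls were DMSO negative control for no effect and LPI positive control for full effect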
Yfh1-off respiration = enhancers of respiration in Yfh1-depleted yeast, dose response, Friedreich's ataxia, plus single-dose screen (AID 1465) | S. cerevisiae Yfh1-off respiration, WST-1 reduction, 72 h; higher fold induction means a stronger effect | one-dose fold induction at 50 µM; EC50 in µM for titrated hits | hit rate 0.074% among 220,000;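 active = fold induction of absorbance versus untreated yeast above a set limit, then at least 30% activation at any dose in follow-up; inconclusive = repeats straddling the limit, or above it without dose testing; inactive = fold induction below the set limit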;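 note: activators that raise dye reduction in frataxin-depleted yeast; strong numbers were not always called active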
NOD2 inhibition = NOD2 signaling inhibitors, cell-based, luminescence, uHTS, HEK293 (AID 1566). HEK293 NOD2/NF-kB luciferase reporter, luminescence; higher % means a stronger effect. inhibition, % at 4 µM; hits with a dose series show EC50 in µM. hit rate 0.63% among 290,000; note: many of its hits are not listed in these tables
TNAP activators = human TNAP enzyme activators, primary screen, biochemical, luminescent, no phosphate acceptor, uHTS (AID 1001); activation fold at 20 µM, or EC50 in µM where a hit was titrated; hit rate 0.03% among 200,000; purified TNAP, luminescent activation assay, no phosphate acceptor; higher activation fold means a stronger effect; in the data active = activation fold from about 3, or a potency from the dose series; inactive = the rest, 99 in 100 with activation fold below about 1.6; note: many of its hits are not listed in these tables
NTR1 ag = NTR1-driven beta-arrestin-GFP spot formation – imaging, U2OS cells, high content, primary screen (AID 493036); agonist mode; activation, % at 20 µM; hit rate 0.17% among 330,000;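 active = activation at or above 40% of the spot to cytoplasm intensity ratio, with at least 20 cells analyzed; inconclusive = wells under 20 cells, flagged as cytotoxic or low count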;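 note: 0% = DMSO without peptide and 100% = 100 nM NTR1 peptide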
Target sequence (P30989 whole entry, looked up): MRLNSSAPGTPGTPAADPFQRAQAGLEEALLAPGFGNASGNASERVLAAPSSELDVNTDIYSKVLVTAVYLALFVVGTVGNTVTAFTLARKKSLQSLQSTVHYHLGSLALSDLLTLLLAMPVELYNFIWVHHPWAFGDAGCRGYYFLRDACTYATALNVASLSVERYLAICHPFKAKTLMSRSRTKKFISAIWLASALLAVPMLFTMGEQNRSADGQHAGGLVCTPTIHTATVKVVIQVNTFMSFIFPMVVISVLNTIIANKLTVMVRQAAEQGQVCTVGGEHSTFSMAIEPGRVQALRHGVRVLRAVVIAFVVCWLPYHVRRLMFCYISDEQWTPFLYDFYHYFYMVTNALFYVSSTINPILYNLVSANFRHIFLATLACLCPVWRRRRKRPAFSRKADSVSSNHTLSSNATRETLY
KOR beta-arrestin-2 = kappa opioid receptor activators – cell-based, luminescence, uHTS, primary screen (AID 1777) | hit rate 0.02% among 280,000 | KOR beta-arrestin recruitment, luminescence; higher % means a stronger effect | one-dose activation, % at 10 µM; EC50 in µM for titrated hits; in the data active = activation above about 50%, passing the limit was not always enough; note: a part of the inactive calls stands beside numbers as strong as those of hits
NOD1 NF-kB reporter = NOD1 signaling inhibitors, primary screen, cell-based, luminescence, uHTS (AID 1578); NOD1-driven NF-kB luciferase reporter cells, luminescence; higher % means a stronger effect; one-dose inhibition, % at 4 µM; EC50 in µM for titrated hits; hit rate 1% among 290,000; in the data active = inhibition mostly above about 36%, no sharp cut-off; inactive = mostly below about 34%;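 note: HEK-293T reporter cells stimulated with the NOD1 agonist gamma-tri-DAP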
ER stress rescue = protection against thapsigargin-triggered cell killing – 384-well, CSM14.1, ATP luminescence, primary screen (AID 1222). CSM14.1 thapsigargin-induced death rescue, ATP luminescence; higher % means a stronger effect. cellular ATP content (survival), % at 20 µM; hits with a dose series show EC50 in µM. 190,000 tested, under 10 active;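 active = EC50 below 50 µM in the dose-response confirmation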;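 note: death triggered by thapsigargin at about 15 µM added after 2 h compound pretreatment; cell ATP read after overnight thapsigargin exposure of roughly 18 to 22 hours; normalized against plate controls of thapsigargin alone and 5% DMSO vehicle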
NTR1 ag cell count 20 µM = also measured in NTR1 ag; calls as there; cell count; measured here: cell count, cytotoxicity flag
Numbers without * were called inactive; i = inactive; ? = inconclusive; nt = no result given; [ ] = dose if it differs, or a comment. Cut-off read from the data, not from the text of the source, unless noted: active = inhibition above about 50%; inactive = the rest.

SMILES | KOR beta-arrestin-1 | GPR55 activation | Yfh1-off respiration | NOD2 inhibition | TNAP activators | NTR1 ag | NTR1 ag cell count 20 µM | KOR beta-arrestin-2 | NOD1 NF-kB reporter | ER stress rescue
Cc1ccc(-n2nnnc2CNC(=O)C2CC(=O)N(c3ccccc3)C2)cc1C (stereo not drawn) | -19% | -0.1% | nt | 11% | nt | 0.9 | 63 | -2.7% | 8% | nt
O=C(c1ccc(Cl)cc1)C1CCN(C(=O)C2CC2)CC1 | -11% | 0.0% | i | -2% | 1.1 | 1.5 | 42 | 1.8% | -2% | -1.1%
CCOC(=O)c1sc(NC(=O)C2CC(=O)N(c3ccc(C)cc3)C2)nc1C (stereo not drawn) | -23% | 0.3% | nt | 4% | nt | -0.8 | 49 | 6.5% | 4% | nt
COc1ccc(N/C=C(\C#N)S(=O)(=O)c2ccc(OC)cc2)cc1 | -10% | -0.1% | nt | -12% | nt | 0.3 | 42 | -2.4% | -11% | nt
CC(C)C(=O)Nc1csc(C(F)(F)F)c1-c1ccccc1 | -4% | 0.5% | i | -14% | nt | -1.1 | 66 | -1.0% | -12% | nt
CSCCC(NC(=O)c1ccc(C(C)(C)C)cc1)C(=O)O (stereo not drawn) | 20% | 0.0% | i | 3% | 1.1 | 0.2 | 30 | -2.2% | -42% | -0.5%
COc1ccc(C(=O)NCc2csc(C(C)C)n2)cc1OC1CCN(C(C)=O)CC1 | 10% | 0.0% | nt | 11% | nt | 0.3 | 49 | -0.6% | -28% | nt
COc1ccc(-n2cnnc2SCC(=O)Nc2ccc(C(N)=O)cc2)cc1 | -12% | -0.2% | nt | 1% | nt | 0.7 | 45 | 2.9% | -23% | nt
COc1ccc(N/C=C(\[N+](=O)[O-])S(=O)(=O)c2ccccc2)cc1 | 2% | -0.1% | nt | -19% | nt | 0.0 | 103 | 7.8% | 1% | nt
CCCCNc1ccc(C(CC(N)=O)NC(=O)c2ccccc2)cc1[N+](=O)[O-] (stereo not drawn) | 12% | -0.1% | i | 10% | nt | -4.0 | 65 | nt | -4% | nt
O=C(CCn1c(=S)oc2ccccc21)NC1CCCCC1 | 36% | -0.3% | i | 13% | nt | -0.8 | 54 | -1.7% | -5% | nt
CCOc1cc(C(=O)N2CCN(c3ccccn3)CC2)cc(OCC)c1OCC | -17% | -0.1% | nt | 8% | nt | 1.8 | 54 | 3.3% | -17% | nt
CCn1c(/C=C/N(C(C)=O)c2ccccc2)[n+](CCCS(=O)(=O)[O-])c2cc(Cl)c(Cl)cc21 | -4%[20 µM] | -0.1% | i | 6% | 1.1 | -0.3 | 88 | nt | -12% | 0.0%
CCn1c(SCC(=O)NCc2cccs2)nnc1-c1ccncc1 | 17% | -0.2% | i | 18% | 1.1 | 1.9 | 30 | -1.6% | 15% | 2.2%
Cn1nc(C(F)(F)F)c(/C=N/OC(=O)c2ccccc2Cl)c1SCc1ccccc1Cl | -30% | 1.0% | i | 4% | 1.1 | 2.4 | 62 | 1.3% | -12% | -2.2%
C=CCn1c(CCNC(=O)c2ccc(Cl)c(Cl)c2)nnc1SCCOc1ccc(OC)cc1 | -35% | -0.1% | i | 8% | 1.1 | 6.3 | 62 | 7.1% | 7% | -6.2%
CS(=O)(=O)Nc1cccc(-c2cn3c(n2)SCC3)c1 | -13% | -0.2% | nt | 0% | nt | -0.5 | 69 | -5.6% | -18% | nt
COc1ccc2[nH]c3c(=O)n(Cc4ccco4)cnc3c2c1 | 27% | 0.3% | ? | -17% | 1.1 | -5.3 | 92 | -1.4% | -31% | -0.8%
Cc1ccc(NC(=O)C2=CC(c3cccs3)=NS(=O)(=O)N2C)cc1 | 14%[20 µM] | 0.5% | nt | 16% | nt | 3.6 | 52 | -4.8% | 12% | nt
Cn1nccc1C(=O)Nc1cccc(C(F)(F)F)c1 | -18% | -0.8% | i | 17% | 1.1 | -0.9 | 83 | -1.7% | -20% | -0.2%
Cc1nn(C)c(C)c1S(=O)(=O)N(CC(=O)NCCCN1CCC(C)CC1)c1ccc(C(C)C)cc1 | -3% | -0.2% | nt | 18% | nt | 1.2 | 55 | 4.9% | 6% | nt
N#C/C(=C\c1ccc(OCc2ccccc2)cc1)C(N)=O | -56% | 0.5% | i | -28% | 1.1 | 9.1 | 54 | 5.1% | -35% | -1.7%
Cc1cccc(-n2c(Cc3cc(=O)[nH]c(=O)[nH]3)nnc2SCC(=O)NCC2CCCO2)c1 (stereo not drawn) | 37% | -0.1% | i | -8% | 1.1 | -1.5 | 51 | -8.3% | -12% | 0.0%
CC(C)C[C@H](NC(=O)c1nc[nH]c1C(=O)N1CCC(C)CC1)C(=O)OCc1ccccc1 | 4% | -0.1% | i | 11% | nt | -0.5 | 83 | 8.2% | -4% | nt
Cc1cc(C(=O)N2CCCC(N3CCN(c4cccc(Cl)c4)CC3)C2)nc(C)n1 (stereo not drawn) | -6% | 0.5% | nt | 5% | nt | -1.0 | 49 | -0.4% | -12% | nt
COc1ccc(C(=O)N2CCC(C(=O)O)CC2)cc1 | 30% | 0.0% | i | 10% | 1.1 | 3.4 | 57 | 0.3% | -1% | 1.1%
[O-][n+]1c2c(nc3c1-c1ccccc1C3O)CCCC2 (stereo not drawn) | -30%[20 µM] | -0.1% | i | 8% | 1 | -1.2 | 73 | nt | -39% | 1.9%
CC(C)C[C@H](N)c1cn([C@@H](Cc2cc3ccccc3[nH]2)C(=O)N2CCNCC2)nn1 | -13% | -0.1% | i | 8% | 1.1 | 3.8 | 47 | -5.0% | -13% | -1.8%
COc1ccc(Nc2oc(-c3ccccc3)nc2C#N)cc1 | -6% | -0.1% | i | -66% | 1 | 1.2 | 59 | -2.6% | -42% | -0.7%
CCCCN(C(=O)Cn1nnc2ccccc21)C(C(=O)NCCOC)c1ccccc1 (stereo not drawn) | -20% | 0.5% | i | 10% | 1.1 | 1.7 | 60 | -5.8% | 28% | -1.7%
O=C(O)CN1C(=O)c2cccc3c(Br)ccc1c23 | -18%[20 µM] | -0.3% | nt | 5% | nt | 0.0 | 58 | 0.9% | -20% | nt
O=C(O)c1ccc(/C=N/N2CCN(C3c4ccccc4-c4ccccc43)CC2)cc1 | -20% | -0.2% | i | 36% | nt | -0.3 | 57 | 9.1% | 3% | nt
O=C1CC(C(=O)Nc2ccccc2)S/C(=N\NC(=O)c2ccccc2Cl)N1 (stereo not drawn) | 50% | -0.4% | i | 0% | 1.3 | 0.7 | 37 | -1.8% | -30% | -2.1%
COc1cc(/C=N/NC(=O)c2cccc(NC(=O)c3ccccc3)c2)ccc1O | -10% | 0.1% | nt | 7% | nt | 1.5 | 47 | -0.4% | -20% | nt
COC(=O)c1ccc(NC(=O)COc2cccc(-n3cnnn3)c2)cc1 | -20% | 0.3% | nt | 6% | nt | -0.9 | 58 | 0.8% | -26% | nt
Cc1ccc2nc(N/N=C/c3ccco3)cc(C)c2c1 | -25%[20 µM] | 0.1% | i | -73% | 1.2 | 6.5 | 95 | -6.7% | -37% | -2.3%
Cn1nnc2cc(NC(=O)NCc3ccc4c(c3)OCO4)ccc21 | -64% | -0.2% | i | -13% | 1.1 | 0.4 | 55 | 1.7% | 18% | -2.5%
Cn1c(=O)c2c(ncn2CCN(CCO)Cc2ccccc2)n(C)c1=O | nt | 0.4% | i | -26% | 1.1 | -1.5 | 87 | nt | -10% | -0.1%
O=C(NCCCCCNC(=O)c1cccnc1)c1cccnc1 | 23% | 0.2% | i | 21% | 1 | 2.7 | 55 | -5.0% | -6% | -2.1%
CCOc1cc(-c2cn(S(=O)(=O)c3cccc4nsnc34)nc2N)cc(OCC)c1OCC | 37% | -0.1% | i | -43% | 1.1 | 3.5 | 74 | 3.4% | 0% | 0.7%
CCN(CC)S(=O)(=O)c1ccc(C)c(NC(=O)CN2CCN(Cc3ccccc3)CC2)c1 | 15% | -0.1% | i | -7% | nt | 3.0 | 54 | 11% | -1% | nt
CCn1c(=O)c(C(=O)CC#N)c(N)n(Cc2ccccc2)c1=O | 5% | -0.2% | i | -2% | nt | 1.8 | 52 | 4.0% | -11% | nt
O=C(COc1ccccc1)NNc1c2ccccc2nc2ccccc12 | -3% | -0.1% | i | 16% | 0.9 | 14 | 63 | 3.0% | 40% | 4.2%
Nn1c(Cc2cccc3ccccc23)nnc1SCc1c(F)cccc1Cl | 19% | 0.1% | i | -2% | 1.1 | -0.3 | 58 | -0.6% | -25% | 8.9%
O=C(NCc1ccco1)c1ccc2c(c1)N(Cc1ccccc1)C(=O)CS2 | 30% | -0.1% | i | 11% | 1.2 | 1.3 | 65 | -3.2% | -3% | -0.4%
COCc1cc(N2CCCCC2)nc(-c2ccccc2)n1 | -15% | -0.3% | i | 6% | 1.1 | 2.2 | 41 | 2.7% | -32% | -0.8%
COCCCn1cc(C(=O)c2ccccc2OCC(=O)Nc2cccc(F)c2)cc(C#N)c1=O | -23% | 1.0% | i | -4% | 1.1 | -1.7 | 29 | 5.8% | -11% | -0.5%
Cc1ccccc1CNC(=O)c1ccccc1N | 2% | -0.1% | i | 8% | 1.2 | 0.0 | 65 | 3.2% | -11% | -1.3%
OC(c1cc(C(F)(F)F)nc2c(Cl)cc(Cl)cc12)C1CCCCN1 (stereo not drawn) | 9% | -0.1% | i | 24% | nt | 20 | 86 | 1.9% | -3% | nt
CC(=O)Nc1ccc(S(=O)(=O)N2CCC(C(=O)c3ccc(F)cc3)CC2)cc1 | -22% | -0.4% | nt | 14% | nt | -0.6 | 50 | -1.5% | -4% | nt
Cc1ccc(C(C)C)c(OCCCN2CC(C)OC(C)C2)c1 (stereo not drawn) | -11% | 0.1% | i | 6% | 1.1 | 4.9 | 49 | 0.8% | 4% | nt
CC1=CC(C)C2(COC(c3ccc[n+](C)c3)OC2)C(C)C1 (stereo not drawn) | -33%[20 µM] | -0.1% | i | 10% | 1 | nt | nt | nt | -6% | -2.5%
Cc1ccccc1CS(=O)(=O)CCC(=O)NCCN1CCN(c2cccc(Cl)c2)CC1 | -12% | 0.2% | nt | -10% | 1.1 | 3.3 | 56 | 0.4% | -19% | -2.0%
CNC(=O)c1cc2c(=O)n3cc(C)ccc3nc2n(Cc2ccco2)c1=N | -40% | 0.1% | nt | 5% | 1 | nt | nt | -2.3% | -4% | 3.1%

The list is partial (hit frequency here may not be typical).
